TNAP act DEA – activators of human TNAP at intermediate phosphate acceptor | P05186 | purified TNAP, CDP-star luminescence, 100 mM DEA, 30 min; active compounds read high; scale: 0 levamisole-inhibited, 1 vehicle-only enzyme | activation factor at 20 µM | 64,000 tested, under 10 active | AID 813;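 active = activation factor of at least 2 at 20 µM, relative to controls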
NADH enzymes – inhibition of NAD/NADH coupling enzymes, library profiling; coupled PK/LDH NADH assays, four targets; IC50, µM (highest dose often 10 µM), for inactives: at the highest dose inhibition; hit rate 0.02% among 65,000;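 active = single-dose screening hits from any of four coupled enzyme assays that gave an IC50 when retested across doses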;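 also: the DPM-DC format reads NADH fluorescence rather than 340 nm absorbance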
tolC growth inh – E. coli tolC mutant growth inhibition; E. coli BW25113 tolC mutant growth, OD615; growth inhibition, % at 10 µM (by protocol); hit rate 2.2% among 65,000;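 active = growth inhibition at or above a cutoff equal to the mean over every tested compound plus 3 SD, cut at about 60% in these data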;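 also: growth measured after 20 h incubation at 37 °C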
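signal = optical density read at 615 nm | test system = E. coli ΔtolC::kan strain BW25113 | timing = 20 h compound exposure of bacteria at 37 °C | buffer or medium = LB medium plus 50 µg/mL kanamycin | compound dosing = 10 µM final, single dose | evaluation = % inhibition of E. coli growth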
RORA act – RORA (human) activation | hit rate 1.5% among 65,000 | CHO-K1 Gal4-RORA LBD luciferase reporter, luminescence; percent increase over mock-subtracted basal signal | activation, % at 10 µM | AID 560;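 active = activation above the mean of all tested compounds plus 3 SD, cut at about 49% in these data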;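 also: 0% = DMSO-treated RORA cells and 100% = added signal equal to DMSO minus mock-transfected cells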
Target sequence (P35398 whole entry, looked up, the tested form may be a part): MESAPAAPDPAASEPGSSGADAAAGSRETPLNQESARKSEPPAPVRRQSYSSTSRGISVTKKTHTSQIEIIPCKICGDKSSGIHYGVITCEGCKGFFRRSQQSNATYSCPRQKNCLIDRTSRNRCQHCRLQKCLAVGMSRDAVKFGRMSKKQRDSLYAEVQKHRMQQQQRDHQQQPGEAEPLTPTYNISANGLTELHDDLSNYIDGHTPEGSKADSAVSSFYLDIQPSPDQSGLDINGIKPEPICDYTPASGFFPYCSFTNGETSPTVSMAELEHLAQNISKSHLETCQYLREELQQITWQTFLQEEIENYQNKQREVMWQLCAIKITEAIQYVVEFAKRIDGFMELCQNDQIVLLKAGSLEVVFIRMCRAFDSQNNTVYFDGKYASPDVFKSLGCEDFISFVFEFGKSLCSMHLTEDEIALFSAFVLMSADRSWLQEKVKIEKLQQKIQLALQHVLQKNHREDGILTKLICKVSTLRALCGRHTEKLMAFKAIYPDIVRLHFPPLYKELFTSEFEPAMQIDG
SF1 activator – SF-1 (human) activation; Q13285; CHO-K1 Gal4-SF-1 LBD luciferase reporter; % increase over DMSO SF-1-specific signal; activation, % at 10 µM; hit rate 1.9% among 65,000; AID 522;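 active = activation above the mean activation of all tested compounds plus 3 SD, cut at about 50% in these data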
Target sequence (Q13285 whole entry, looked up, the tested form may be a part): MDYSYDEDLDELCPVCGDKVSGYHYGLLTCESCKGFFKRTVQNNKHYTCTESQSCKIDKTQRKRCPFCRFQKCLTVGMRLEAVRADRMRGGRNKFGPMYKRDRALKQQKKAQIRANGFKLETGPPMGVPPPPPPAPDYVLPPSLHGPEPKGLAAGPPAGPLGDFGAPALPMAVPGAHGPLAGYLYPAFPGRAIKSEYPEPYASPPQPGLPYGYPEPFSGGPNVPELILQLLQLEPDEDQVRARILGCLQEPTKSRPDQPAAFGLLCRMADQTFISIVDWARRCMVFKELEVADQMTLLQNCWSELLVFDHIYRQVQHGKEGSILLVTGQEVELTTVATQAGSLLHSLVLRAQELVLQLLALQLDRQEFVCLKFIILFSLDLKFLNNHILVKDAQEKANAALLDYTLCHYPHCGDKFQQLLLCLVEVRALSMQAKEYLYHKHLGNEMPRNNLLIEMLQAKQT
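Test system: CHO-K1 cells with Gal4–hSF-1 LBD chimera plus Gal4-driven luciferase; Input: 4,000 cells/well; Compound: 10 µM only; Times: 20 h compound treatment, 37 °C; Measured by: steady-glow luciferase luminescence, read after 15 min reagent incubation; Measure: percent activation versus DMSO; Control set: DMSO and mock-transfected background; Replicates: one test per compound.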
M1 agonist – agonists of M1 muscarinic receptor; CHO-M1 cells, Fluo-4 calcium fluorescence, agonist mode; active compounds read high; B-score at 10 µM; AID 626; hit rate 3% among 64,000;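 active = fluorescence rise, raw or as B-score row- and column-corrected plate score, outside the 99.7% band of its plate's samples, either direction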
M1 antag – M1 muscarinic receptor (rat) antagonism; hit rate 3.4% among 64,000; AID 628; P08482; CHO-M1 cells, Fluo-4 calcium, ACh EC80 antagonist mode; active compounds read low; B-score at 10 µM;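 active = calcium fluorescence response, raw or row-and-column corrected B-score, differing from the plate sample mean either way at a set confidence level, mostly lower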
Fluor 339 460 – intrinsic fluorescence of library compounds, ex339/em460 – biochemical, MLSMR library, data from DPM-DC assay, artefact control, profiling panel. AID 709. hit rate 5.5% among 65,000. fluorescence fold increase at 10 µM. compound autofluorescence, ex339/em460 nm, NADH buffer; active compounds read high; 1 = no-compound wells, NADH background;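 active = at 10 µM, mean starting fluorescence two-fold or more over control wells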;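 also: signal is the first read of a kinetic run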
Ec RNAP inh – blocks E. coli RNA polymerase transcription | fluorescence transcription assay | P0A8V2 | AID 559 | inhibition, %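 (tested at 10 µM)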 | hit rate 0.2% among 62,000; in the data active = inhibition above about 20%;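 also: 0% = enzyme without compound and 100% = no enzyme blank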
* marks the source's active call; other numbers are inactive results; . = no result given; [ ] = remark or other dose.

molecule	TNAP act DEA	NADH enzymes	tolC growth inh	RORA act	SF1 activator	M1 agonist	M1 antag	Fluor 339 460	Ec RNAP inh
CCCOC(=O)c1ccc(NC(=O)C2C3C=CC(O3)C2C(=O)O)cc1 (stereo not drawn)	1	5%	-9	5	15	-0.93	-0.42	1.1	0
Cc1nc(SCC(=O)OCc2ccccc2)c2c(=O)n(C)c(=O)n(C)c2n1	0.9	1%	14	-18	2	0.94	-0.44	1.1	6
CC(C)(C)c1ccc(O)c(N)c1	0.8	2%	-1	-11	-4	-0.12	0.21	1	24*
CCCc1nnc(SCc2ccc(OCC)cc2)n1N	0.9	3%	7	-11	-6	-0.16	0.048	1	1
C/C=C(\C)CN1CCN(c2ccccc2F)CC1	0.9	17%	-14	-6	-14	0.22	-1.5	1.1	3
Cc1ccc(C(C)NC(=O)C2CCCO2)cc1C (stereo not drawn)	0.9	0%	-2	-12	-1	0.25	1.4	1.1	3
CC(CSc1nc2ccccc2s1)Cn1c(N2CCCC2)nc2c1c(=O)[nH]c(=O)n2C (stereo not drawn)	0.9	7%	20	-13	3	0.017	0.57	1.1	14
COCCNC(=O)C(C)OC(=O)c1nsc(Cl)c1Cl (stereo not drawn)	0.9	10%	-12	-7	-5	0.85	-0.00069	1	2
COc1ccc(C(O)C(CN2CCOCC2)c2ccccc2)cc1F (stereo not drawn)	0.8	5%	-11	-4	9	0.14	0.58	0.99	2
Cc1cc(NCCCN2CCOCC2)n2ncc(-c3ccc(Cl)cc3)c2n1	0.9	12%[fluoresces]	-15	62*	70*	-0.68	0.23	3.9*	.
O=C(CSc1ncn[nH]1)Nc1nnc(-c2ccccc2)s1	1	5%	15	56*	-16	-0.23	0.0045	1.1	-3
OC1CCN(c2ncnc3nc[nH]c23)CC1	0.9	7%	-10	-19	14	0.83	0.12	1.1	2
O=C(OCCCCN1C(=O)c2ccccc2C1=O)c1ccc(S(=O)(=O)N2CCCC2)cc1	0.9	3%	28	6	10	0.31	-0.015	1.1	10
Cc1cc(N2CCOCC2)nc2ccc(NC(=O)C3CCC(C)CC3)cc12 (stereo not drawn)	0.9	1%[fluoresces]	17	-10	-14	1	-0.2	2.3*	-8
CCn1c(SCC(=O)N2CCN(c3ccccc3F)CC2)nnc1-c1ccoc1C	1	7%	-1	3	8	-0.0088	1.1	1.1	8
Cc1cc(C)n(-c2nc3ccccc3nc2Nc2ccc3[nH]c(=O)[nH]c3c2)n1	0.9	10%	-19	-6	-10	.	.	1.1	-4
O=C1c2cccnc2C(=O)N1Cc1ccc(F)cc1	1	6%	-5	4	4	0.1	-0.021	1	5
Cn1ccnc1SCC(=O)Nc1ccc(Oc2ccccc2)cc1	1	8%	14	60*	33	-0.18	1	1.1	0
O=C(Nc1ccc(Cl)cc1F)C1CCN(S(=O)(=O)c2cccnc2)CC1	1.1	0%	-9	-2	0	-1.5	0.43	1.1	-3
COC(=O)C(NC=O)C(O)(Cc1ccccc1)C(F)(F)F (stereo not drawn)	1	3%	-9	2	3	0.77	-0.26	1	-8
COc1ccccc1CN(C(=O)c1ccco1)C(C(=O)NC1CCCC1)c1ccncc1 (stereo not drawn)	1	3%	0	-24	-12	-0.51	-0.22	1.1	7
O=C(CN(Cc1ccc2c(c1)OCO2)C(=O)CSc1nc2ccccc2o1)NC1CCCCC1	1	6%	100*	-5	1	0.45	-0.17	1.1	-2
Nc1nc2n(n1)C(c1cccs1)CC(c1ccccc1)N2 (stereo not drawn)	1	1%	16	13	-5	-0.77	0.34	1.5	-1
COc1ccc(CCN(Cc2cc3cccc(C)c3[nH]c2=O)C(=O)N2CCCC2)cc1OC	0.9	3%	21	25	17	1.8	-1.8	1.1	7
Cc1nc2c(cc(Oc3ccc(S(=O)(=O)N4CCOCC4)cn3)c3ccsc32)s1	0.9	6%	14	35	53*	0.86	0.34	1	8
CCn1cc(S(=O)(=O)CC(=O)Nc2ccc3c(c2)OCO3)c2ccccc21	0.9	3%	1	-1	8	-1.3	0.2	1.1	-4
CCOC(=O)C1C(=O)N(C(=O)c2ccc(OC)cc2)CC1c1ccccc1 (stereo not drawn)	0.9	3%	-10	8	5	-0.2	0.039	0.97	5
O=C(NCCCN1CCCC1)C1CCN(C(=O)c2cc3sccc3n2Cc2ccc(F)cc2)CC1	1	5%	5	26	34	-0.64	-0.59	1.1	11
O=C1CC(N(Cc2ccco2)C(=O)Nc2ccc(F)cc2)C(=O)N1c1ccc(F)cc1 (stereo not drawn)	1	8%	11	-28	-14	0.62	0.45	1.1	-1
Cc1ccc2cc(C#N)c(SCC(=O)NCC3CCCO3)nc2c1 (stereo not drawn)	1	8%	7	-9	5	-0.78	0.56	1.1	11

Profiles, looked up by structure. Values in the order: TNAP act DEA, NADH enzymes, tolC growth inh, RORA act, SF1 activator, M1 agonist, M1 antag, Fluor 339 460, Ec RNAP inh
Cn1ccnc1SCC(=O)Nc1ccc(Oc2ccccc2)cc1 is listed as 1, 8%, 14, 60*, 33, -0.18, 1, 1.1, 0
Cc1cc(C)n(-c2nc3ccccc3nc2Nc2ccc3[nH]c(=O)[nH]c3c2)n1 is listed as 0.9, 10%, -19, -6, -10, ., ., 1.1, -4
Nc1nc2n(n1)C(c1cccs1)CC(c1ccccc1)N2 (stereo not drawn) is listed as 1, 1%, 16, 13, -5, -0.77, 0.34, 1.5, -1
COC(=O)C(NC=O)C(O)(Cc1ccccc1)C(F)(F)F (stereo not drawn) is listed as 1, 3%, -9, 2, 3, 0.77, -0.26, 1, -8
O=C1CC(N(Cc2ccco2)C(=O)Nc2ccc(F)cc2)C(=O)N1c1ccc(F)cc1 (stereo not drawn) is listed as 1, 8%, 11, -28, -14, 0.62, 0.45, 1.1, -1

Carrying on:
molecule	TNAP act DEA	NADH enzymes	tolC growth inh	RORA act	SF1 activator	M1 agonist	M1 antag	Fluor 339 460	Ec RNAP inh
Cc1ccc(NC(=O)COC(=O)C2CCC(=O)N2)c(S(=O)(=O)N2CCOCC2)c1 (stereo not drawn)	0.9	4%	-9	-7	6	-0.59	0.49	1.1	4
Fc1ccc(C(c2nnnn2C2CCCC2)N2CCN(Cc3ccccc3)CC2)cc1 (stereo not drawn)	0.9	7%	0	-2	1	-0.92	-0.53	1.1	13
Cc1cccn2c(=O)c3cc(C(=O)NCCCN4CCOCC4)n(C)c3nc12	1	2%[fluoresces]	-15	-13	23	-1.5	-0.88	2.1*	-8
CC(=O)NCC(=O)NC(C(=O)Nc1ccc2c(c1)OCCO2)c1ccc(C)cc1 (stereo not drawn)	0.9	8%	-9	0	-5	-0.49	0.44	1	1
COc1ccc(NC2CS(=O)(=O)CC2OC(=O)c2ccc(F)cc2)cc1 (stereo not drawn)	0.9	6%	-6	-4	-3	0.43	-0.48	1.1	5
Cc1ccc(C(c2nnnn2C(C)(C)C)N2CCN(C3CCCC3)CC2)cc1 (stereo not drawn)	0.8	7%	-17	-26	3	0.64	0.41	1.1	1
CCOC(=O)c1sc(NC(=O)c2cccc(S(=O)(=O)N3CCN(C)CC3)c2)cc1C	1	6%	58	17	-4	-2.1	-0.8	1.2	6
Cn1c(=O)n(C)c2cc(S(=O)(=O)NCc3ccccc3)ccc21	0.9	3%	-18	-14	-4	-0.062	-0.099	1	0
CCOc1ccc(C(=O)NCc2ccco2)cc1	1	3%	-6	2	-15	0.15	0.017	1.1	9
Cc1ccc(CNC(=O)CCNC(=O)Cn2ccc3ccccc3c2=O)o1	0.9	5%	-5	-6	-6	-0.33	0.56	1.5	4
O=C(Cn1cnc2c(oc3ccccc32)c1=O)N1CCCc2ccccc21	1	1%	6	-16	12	1.4	1	1.1	1
O=C(Oc1ccccc1)N1CCN(c2ccc(F)cc2)CC1	1.1	2%	2	12	-16	-0.63	-1	1.1	10
CC(C)(C)n1nnnc1CN1CCN(C2CCCC2)CC1	0.9	1%	-27	4	13	0.34	-0.76	1	2
COCCNC(=O)Cn1nc(-c2ccccc2OC)ccc1=O	1.1	10%	-11	-17	-4	-0.57	-0.4	0.91	10
COc1ccc(-c2cc(=O)oc3cc(OCc4nn[nH]n4)ccc23)cc1	0.9	1%	27	4	9	0.045	0.076	1.9	7
CCC(C)(C(=O)NC1CCCC1)N(C(=O)CNC(C)=O)c1ccccc1 (stereo not drawn)	0.9	3%	-11	-8	-8	-0.15	0.023	1.1	6
CCN(C(=O)COc1ccccc1)c1nnc(-c2cccnc2)s1	1	5%	-22	4	7	0.54	0.0041	1.1	-6
CSCC[C@H](NC(=O)Nc1ccc(C)cc1)C(=O)O	1	4%	-38	4	5	-0.97	0.35	1.1	6
COc1cc(C2N(c3ccc(Cl)cc3)C(=O)C3CCCN32)cc(OC)c1OC (stereo not drawn)	1	3%	-7	-6	0	-0.4	0.029	1.1	1
COc1cccc(-n2nnc3c(=O)n(Cc4ccc(Br)cc4)cnc32)c1	1	3%	11	-7	4	-0.04	-0.24	1.2	7
O=C(Nc1ccccc1C(=O)O)c1ccc(Cl)c(S(=O)(=O)N2CCOCC2)c1	0.9	6%	5	-11	21	2.1	0.28	1.1	9
c1ccc2c(c1)OCC(c1nn3c(Cn4nnc5ccccc54)nnc3s1)O2 (stereo not drawn)	0.9	4%	41	-6	-2	-3.2*	-0.25	1.1	3
CCCSc1nnc(NC(=O)Nc2ccc(F)cc2)s1	0.9	6%	4	-1	-15	3.4*	-0.88	1.1	5
c1ccc2c(CCNc3ncnc4nc[nH]c34)c[nH]c2c1	1.4	3%	-7	47	16	3.9*	-0.17	1	-3
O=C(NCCCN1CCCC1=O)c1cccs1	1.1	2%	-13	0	-8	-0.061	0.21	1.1	1
COCCN1C=C(C(=O)OC)C(c2ccc3c(c2)OCO3)C(C(=O)OC)=C1	1	6%[fluoresces]	5	-7	-14	-0.99	0.34	2.1*	-1
O=C(NCc1ccc2c(c1)OCO2)C1CCC(CNc2c(N3CCCCC3)c(=O)c2=O)CC1 (stereo not drawn)	0.8	2%	-7	14	5	-0.41	0.53	1	6
COC(=O)c1ccc(N2C(=O)CC(N(C)CCc3ccc(OC)c(OC)c3)C2=O)cc1 (stereo not drawn)	0.9	3%	-12	-13	8	1.4	0.15	1.1	4
O=C(Nc1cccc2c1CCCC2)c1ccco1	1	11%	-7	-17	-14	0.0011	0.63	1.1	-5

High-throughput results as filed in PubChem.
